Screening results as filed in PubChem BioAssay.
FBW7 activator – activators of human E3 ligase FBW7; AlphaScreen FBW7–phospho-cyclin E peptide binding, activator screen; normalized activity (activation), % at 26.1 µM; Q969H0; 650,000 tested, 0.13% active; in the data active means normalized activity above about 1.9%;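 further: purified mutant Fbw7 with reduced substrate affinity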
GPR151 activ – human GPR151 activation. 650,000 tested, 1% active. activation, % at 11.2 µM. Q8TDV0. PathHunter beta-arrestin GPR151 cells, luminescence. AID 1508602; in the data active means activation above about 4.9%;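 further: 0% = median of compound wells and 100% = cells with positive control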
Target sequence (Q8TDV0 whole entry, looked up): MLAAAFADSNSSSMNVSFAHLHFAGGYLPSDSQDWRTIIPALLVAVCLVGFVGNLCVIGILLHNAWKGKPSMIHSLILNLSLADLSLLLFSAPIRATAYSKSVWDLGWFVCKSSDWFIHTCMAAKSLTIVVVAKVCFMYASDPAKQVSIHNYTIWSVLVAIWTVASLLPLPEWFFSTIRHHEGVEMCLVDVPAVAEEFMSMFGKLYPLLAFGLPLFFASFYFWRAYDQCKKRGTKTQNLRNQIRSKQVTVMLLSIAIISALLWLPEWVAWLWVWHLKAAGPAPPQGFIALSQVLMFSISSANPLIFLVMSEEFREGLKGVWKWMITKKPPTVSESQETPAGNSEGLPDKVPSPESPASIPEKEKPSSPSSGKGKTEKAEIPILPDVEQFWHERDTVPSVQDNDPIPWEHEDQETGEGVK
MITF primary – human MITF inhibition, primary screen; O75030; AlphaScreen MITF homodimerization, bead proximity signal; inhibition, % at 2.6 µM; 650,000 tested, 0.91% active; in the data active means inhibition above about 50%;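 further: 0% = vehicle wells with protein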
Target sequence (O75030 whole entry, looked up): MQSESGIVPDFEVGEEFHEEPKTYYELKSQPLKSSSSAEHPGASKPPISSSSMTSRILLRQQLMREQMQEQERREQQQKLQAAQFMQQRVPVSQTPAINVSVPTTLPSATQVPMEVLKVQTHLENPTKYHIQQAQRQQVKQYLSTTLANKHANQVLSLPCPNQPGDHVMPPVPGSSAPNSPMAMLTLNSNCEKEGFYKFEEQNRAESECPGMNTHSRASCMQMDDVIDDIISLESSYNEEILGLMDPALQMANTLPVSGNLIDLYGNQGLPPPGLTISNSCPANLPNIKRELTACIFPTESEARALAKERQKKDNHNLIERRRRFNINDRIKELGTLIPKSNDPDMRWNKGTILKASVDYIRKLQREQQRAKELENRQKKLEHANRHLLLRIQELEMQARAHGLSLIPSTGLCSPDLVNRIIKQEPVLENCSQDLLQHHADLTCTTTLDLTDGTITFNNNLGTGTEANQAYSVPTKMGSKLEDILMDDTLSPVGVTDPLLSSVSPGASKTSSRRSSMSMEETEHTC
TEAD-YAP block – TEAD-YAP interaction inhibition | 640,000 tested, 1.4% active | AID 1259422 | inhibition, % at 9.12 µM | HEK-TIYL cells, TEAD-Gal4/YAP UAS-luciferase luminescence; in the data active means inhibition above about 32%;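 further: 0% = median of test compound wells and 100% = reference inhibitor wells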
The depositor's hits bear a star.

[1] CCCNc1ncnc2nc(-c3ccccc3)[nH]c12
[2] CCC1CCCCN1C(=O)COc1ccc(C#N)cc1OC (centres undefined)
[3] O=C(Cn1cnc2sc3c(c2c1=O)CCCC3)c1ccccc1
[4] CN(C)c1ccc(C(=O)N2CCN(c3cccc(Cl)c3)CC2)cc1
[5] CC(=O)N(Cc1cc2cc3c(cc2nc1Cl)OCO3)CC1CCCO1 (centres undefined)
[6] Cc1ccc2c(c1)c(=O)c1ccccc1n2CC(=O)Nc1ccc2c(c1)OCCO2
[7] CCn1cc(S(=O)(=O)c2ccc(Cl)cc2)c(=O)c2cc(F)ccc21
[8] O=C(CCS(=O)(=O)c1ccc2c(c1)SCC(=O)N2)NCc1ccccc1Cl

Assay by compound	1	2	3	4	5	6	7	8
FBW7 activator	0.0	0.5	-0.1	0.1	0.2	-0.1	0.0	0.1
GPR151 activ	2.1	-1.1	0.0	0.1	-0.2	0.4	-0.1	0.2
MITF primary	5.3	15.2	1.4	23.1	6.7	-3.0	-9.0	1.1
TEAD-YAP block	-19.4	0.7	-12.1	-10.7	0.8	-6.9	-8.2	14.4

The closing four entries of the part before open the next one:
[5] CC(=O)N(Cc1cc2cc3c(cc2nc1Cl)OCO3)CC1CCCO1 (centres undefined)
[6] Cc1ccc2c(c1)c(=O)c1ccccc1n2CC(=O)Nc1ccc2c(c1)OCCO2
[7] CCn1cc(S(=O)(=O)c2ccc(Cl)cc2)c(=O)c2cc(F)ccc21
[8] O=C(CCS(=O)(=O)c1ccc2c(c1)SCC(=O)N2)NCc1ccccc1Cl
[9] O=c1c2cc(Cl)ccc2[nH]c(=S)n1Cc1cccnc1
[10] CCCC1C(=O)CC(C#N)(C#N)C(C#N)(C#N)C1c1ccccc1 (centres undefined)
[11] O=C(C1CN(Cc2ccc3c(c2)OCO3)CCN1C(=O)c1ccncc1)N1CCOCC1 (centres undefined)
[12] COc1ccc(NC(=O)C2CCCCN2CC(=O)O)cc1OC (centres undefined)
[13] CCCCc1ccc(C(=O)Oc2cccc3cccnc23)cc1
[14] COc1ccc(-n2c(N(C(C)=O)C(C)=O)c(C#N)c3nc4ccccc4nc32)cc1
[15] COC(=O)NC(=C(Cl)Cl)S(=O)(=O)c1ccccc1
[16] CCOc1ccc(C(=O)Nc2ccc3oc(-c4ccc(I)cc4)nc3c2)cc1

Assay by compound	5	6	7	8	9	10	11	12	13	14	15	16
FBW7 activator	0.2	-0.1	0.0	0.1	0.0	0.7	-0.3	0.4	-0.6	-0.1	-0.1	-0.1
GPR151 activ	-0.2	0.4	-0.1	0.2	0.0	1.2	-0.9	0.2	-2.0	0.6	1.5	0.1
MITF primary	6.7	-3.0	-9.0	1.1	5.7	14.0	-3.4	9.5	-5.3	-8.9	1.1	15.3
TEAD-YAP block	0.8	-6.9	-8.2	14.4	-1.1	-3.7	-7.3	8.9	-8.1	-0.6	-0.5	4.3

2 of these compounds in another layout.
#12 COc1ccc(NC(=O)C2CCCCN2CC(=O)O)cc1OC (centres undefined)
  FBW7 activator: 0.4	GPR151 activ: 0.2	MITF primary: 9.5	TEAD-YAP block: 8.9
#13 CCCCc1ccc(C(=O)Oc2cccc3cccnc23)cc1
  FBW7 activator: -0.6	GPR151 activ: -2.0	MITF primary: -5.3	TEAD-YAP block: -8.1

The list continues:
[17] COc1cc(C=C2C(=O)N(C)C(=S)N(C)C2=O)ccc1OCC(=O)Nc1ccccc1
[18] C=CCn1c(SC)nnc1-c1ccc2[nH]c(C)c(C)c2c1
[19] CS(=O)(=O)c1ccc2nc(NC(=O)Cc3ccccc3Cl)sc2c1
[20] Cn1c(=O)[nH]c(=O)c2c1nc(SCCO)n2CCCc1ccccc1
[21] CCOc1cc(/C=N/NC(=O)c2cccc(O)c2)ccc1O
[22] COC(=O)C1=C(C(=O)c2ccccc2)C(c2ccc(OC)cc2OC)n2nnnc2N1 (centres undefined)
[23] CCCc1cc(C(=O)Nc2cc(C)on2)no1
[24] CC(C)(C)OC(=O)C(C(=O)OC(C)(C)C)c1nc(OCC(F)(F)F)nc(OCC(F)(F)F)n1

Assay by compound	17	18	19	20	21	22	23	24
FBW7 activator	0.1	0.0	0.1	0.4	0.0	0.6	-0.1	0.4
GPR151 activ	-1.2	-0.4	-0.3	0.3	0.3	-1.0	1.1	1.6
MITF primary	-5.6	0.0	2.1	6.1	-8.5	5.5	16.1	14.2
TEAD-YAP block	-50.6	-12.2	-2.9	-12.2	22.3	-13.8	-8.5	13.4

[25] Cn1c(=O)c2c(ncn2CC(=O)Nc2ccc3c(c2)oc2ccccc23)n(C)c1=O
[26] Cn1c(Nc2nc(C(=O)NCc3nc4ccccc4[nH]3)cs2)nc2ccccc21
[27] CCOc1ccc(N(C)S(=O)(=O)c2ccc3[nH]cc(C(=O)N(C)Cc4ccccc4)c(=O)c3c2)cc1
[28] COCCNc1ccc2ncc(-c3ccc(OC)c(OC)c3)n2n1
[29] COc1ccc(N(CC(=O)Nc2ccc(C)c(C)c2)S(=O)(=O)c2ccccc2)c(OC)c1
[30] Cc1ccc(C(=O)NNC(=O)C2c3ccccc3Oc3ccccc32)cc1
[31] Cc1ccccc1Cn1c(=O)c2c(nc3n(C)c(C)cn23)n(C)c1=O
[32] COc1ccc(NC(=O)CC(C)c2ccccc2)cc1 (centres undefined)

Assay by compound	25	26	27	28	29	30	31	32
FBW7 activator	0.0	0.3	0.1	0.0	0.1	0.2	-0.1	-0.1
GPR151 activ	-1.6	-1.6	0.1	0.2	-0.4	0.2	1.1	-0.5
MITF primary	2.8	18.5	21.7	-12.0	-0.6	2.7	16.7	-0.2
TEAD-YAP block	2.5	2.0	4.5	24.4	2.3	4.8	-4.2	-18.7

[33] O=C(NC1CC1)c1cncc(Nc2ncccn2)c1
[34] CC(=O)N(C)c1c(Br)cc(N2CCCC2)c2c1C(=O)c1ccccc1C2=O
[35] Cc1cc(OCCCCN2CC(C)OC(C)C2)ccc1[N+](=O)[O-] (centres undefined)
[36] Cc1c(C(=O)N2CCCC2)oc2c1-c1nn(CC(=O)NC(C)C)cc1CC2
[37] CCC(C)c1ccc(OCC(=O)O)cc1 (centres undefined)
[38] CC(=O)c1cccc(NC2c3ccccc3C(=O)N2Cc2ccccc2)c1 (centres undefined)
[39] CCN(CC)CCN1CC23C=CC(O2)C(C(=O)O)C3C1=O (centres undefined)
[40] O=C1CCCN1CCCNc1ncnc2nc(Nc3ccccc3)[nH]c12

Assay by compound	33	34	35	36	37	38	39	40
FBW7 activator	0.0	-0.5	-0.3	0.5	0.6	0.7	-0.1	0.0
GPR151 activ	1.3	-0.1	1.5	-1.1	-1.5	0.3	-0.6	0.6
MITF primary	0.9	1.6	39.7	16.4	-9.2	11.3	3.7	21.1
TEAD-YAP block	5.8	2.2	11.9	1.2	1.7	2.8	0.3	-1.5

[41] CCOC(=O)C1CCCN(C(=O)Cc2c(C(=O)O)[nH]c3ccc(Cl)cc23)C1 (centres undefined)
[42] COc1cc(NS(=O)(=O)c2ccc(NC(=O)CSc3nc4ccccc4o3)cc2)nc(OC)n1
[43] CC(C)(C)c1ccc(CN2C=NS(=O)(=O)c3ccccc32)cc1
[44] O=C(Nc1cccc(-c2ccco2)c1)C1CCN(Cc2ccc3nonc3c2)CC1
[45] CC1=C(C(=O)OC2CCCC2)C(c2ccc(N(C)C)cc2)NC(=O)N1 (centres undefined)
[46] CC(=O)[C@@]12O[C@](C)(c3ccccc3)O[C@@H]1CC1C3CCC4=CC(=O)CC[C@]4(C)C3CC[C@@]12C (some centres undefined)
[47] CCN(CC)C(=O)C1CCCN(c2nc(NCc3cccc(C(F)(F)F)c3)nc(N(CC)CC)n2)C1 (centres undefined)
[48] COc1cc(C)nc(NC(=O)NS(=O)(=O)c2c(C)cc(C)nc2Cl)n1

Assay by compound	41	42	43	44	45	46	47	48
FBW7 activator	0.0	-0.2	-0.1	-0.1	0.0	0.1	0.0	0.0
GPR151 activ	0.8	-1.2	-1.1	0.4	0.1	-0.3	0.0	0.3
MITF primary	-32.6	-6.1	-7.1	-2.0	11.6	-0.5	-0.3	4.5
TEAD-YAP block	1.5	-12.8	-3.3	-7.9	5.1	-7.0	1.9	0.1

[49] Nc1cc(Cl)ccc1C(=O)OCC(=O)Nc1ccc2ccccc2c1
[50] O=C(NCCc1ccc(O)cc1)c1cccc(Nc2ccc(-n3ccnc3)cc2)n1
[51] Cc1ccc(-n2c(=O)[nH]cc(C(=O)Nc3cccc(Br)c3)c2=O)cc1
[52] O=C(Nc1ccc(Cl)cc1)c1cnn2c1NC(c1ccco1)CC2C(F)(F)F (centres undefined)
[53] CS(=O)(=O)N(CC(=O)NC1CCCC1)c1ccc2c(c1)OCCO2
[54] CC(=O)c1cccc(NC(=O)c2nc(-c3ccccc3)n(-c3ccccc3)n2)c1
[55] Cc1cc(=O)[nH]c(N/N=C/c2ccc(Cl)cc2Cl)n1
[56] N#Cc1nc(COc2ccccc2F)oc1N1CCN(c2ccccc2)CC1

Assay by compound	49	50	51	52	53	54	55	56
FBW7 activator	0.0	-0.1	-0.2	-0.3	0.3	0.2	0.1	0.0
GPR151 activ	-0.5	-0.1	-0.2	-0.9	-0.7	0.0	-0.7	0.4
MITF primary	5.9	1.9	-0.2	6.7	-1.4	-6.9	-9.4	8.6
TEAD-YAP block	2.8	10.7	-11.6	-12.5	-0.7	12.1	1.6	-1.8

[57] CC1CCCN(Cc2nc3c(c(=O)n(C)c(=O)n3C)n2CC(=O)c2ccccc2)C1 (centres undefined)
[58] N#Cc1c(-c2ccccc2)cc(-c2ccc(Br)cc2)nc1SCC(O)CS(=O)Cc1ccc(Cl)cc1 (centres undefined)
[59] O=C(CSc1ccc2nc(-c3ccccc3)cn2n1)Nc1ccc2c(c1)OCO2
[60] CC1(c2ccccc2)CC(C)(C)N(C(=O)C(Cc2ccccc2)N2C(=O)C3CCCCC3C2=O)c2ccccc21 (centres undefined)
[61] CCOC(=O)c1ccc(CSc2nnnn2-c2ccccc2)cc1
[62] CC(C)n1cnc2c(NCc3cccc(C(F)(F)F)c3)nc(N3CCN(c4ccccn4)CC3)nc21
[63] COCCCn1c(=O)c2sccc2n2c(CCCC(=O)Nc3ccc(C)cc3)nnc12
[64] COc1ccc(/C=N/NC(=O)COc2cccc([N+](=O)[O-])c2)cc1

Assay by compound	57	58	59	60	61	62	63	64
FBW7 activator	0.0	-0.1	0.9	-0.1	0.1	-0.1	0.0	0.0
GPR151 activ	-0.7	0.6	-2.2	1.5	1.0	-1.7	0.7	1.1
MITF primary	11.2	1.6	16.7	-1.1	-12.4	-164.5	7.8	9.7
TEAD-YAP block	0.8	-7.4	-55.1	1.7	2.9	-11.3	5.1	-2.3

[65] Cc1cc(C)n(CCNC(=O)COc2ccc(Cl)cc2Cl)n1
[66] O=C(Nc1ccc(F)cc1F)c1ccc(N2CCCCS2(=O)=O)cc1
[67] COc1ccc2oc(C(=O)c3ccccc3)c(NC(C)=O)c2c1
[68] CCN(CC)c1ccc2cc(C(=O)Nc3ccccc3)c(=N)oc2c1
[69] OCCCNc1ncc(-c2ccc(F)cc2)cn1
[70] O=C(NCCCN1CCCC1=O)c1cncc(-c2csc3ccccc23)c1
[71] CC(=O)Nc1ccc(S(=O)(=O)N2CCC(c3nnc(-c4cccc(C)c4)o3)CC2)cc1
[72] Cc1nc2ccccc2n1CC(=O)N1CCc2c(nc(N3CCCC3)[nH]c2=O)C1

Assay by compound	65	66	67	68	69	70	71	72
FBW7 activator	0.6	0.0	0.0	0.0	0.1	0.4	-0.2	0.0
GPR151 activ	-0.2	-3.6	-0.4	-0.7	-1.0	-0.9	-1.4	17.3*
MITF primary	8.0	4.3	-7.0	-5.2	12.0	4.1	1.3	12.5
TEAD-YAP block	7.5	-9.2	-1.1	-27.6	-25.2	1.0	-0.4	5.7

[73] Cc1nc(-c2ccc(NC(=O)c3cc4cc(Br)ccc4oc3=O)cc2)cs1
[74] CCCC(=O)C1=C(N2CCCCC2)CC(C)(C)CC1=O
[75] C=CCOc1ccccc1C(c1c(C)[nH][nH]c1=O)c1c(C)[nH][nH]c1=O
[76] O=C(CSc1nnnn1-c1ccccc1F)Nc1ccc2c(c1)OCCO2
[77] Cn1nc([N+](=O)[O-])nc1N/N=C/c1ccc([N+](=O)[O-])cc1
[78] Fc1ccccc1C1C2CC=CC2c2cc(Br)cc3c2N1CC1CC=CC31 (centres undefined)
[79] Cc1nc2cc(-c3ccccc3)nn2c(C)c1CCC(=O)Nc1ccc2c(c1)OCCO2

Assay by compound	73	74	75	76	77	78	79
FBW7 activator	0.2	0.9	-1.1	0.4	-0.1	-0.1	-0.1
GPR151 activ	-0.1	1.0	9.5*	1.9	-0.9	1.0	2.5
MITF primary	2.6	11.3	7.3	12.7	-9.9	6.8	-10.6
TEAD-YAP block	-2.1	6.6	4.7	-12.4	7.4	2.3	-1.7
